Source: PubChem
PriA SSB inh – inhibitors of Klebsiella pneumoniae PriA binding to SSB C-terminal tail, primary screen, biochemical, AlphaScreen; PriA–SSB C-terminal tail interaction (Klebsiella pneumoniae); AlphaScreen SSBct-PriA binding, biotinylated peptide; inhibition, % at 33 µM; 0.6% of 430,000 active; AID 1272365, 2023; in the data active means inhibition mostly above about 37%, no sharp cut-off; inactive means mostly below about 20%;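 further: plate controls were negative control peptide for no effect and reference peptide for full effect; strong numbers were not always called active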
3CLpro inhibitor – SARS-CoV 3CLpro protease inhibitors, primary screen, biochemical, quenched FRET. Replicase polyprotein 1ab (Severe acute respiratory syndrome coronavirus), P0C6X7. recombinant SARS-CoV 3CLpro, quenched FRET peptide cleavage. AID 1706, 2009. inhibition, % at 6 µM. 0.14% of 290,000 active; in the data active means inhibition above about 12%
PrPC surface inh – inhibitors of human cell surface prion protein PrPC, primary screen, cell-based, TR-FRET; Major prion protein (Homo sapiens), P04156; TR-FRET read-out; inhibition, % at 13.8 µM; 0.43% of 370,000 active; AID 720596, 2013; in the data active means inhibition above about 24%; further: 0% = median of the test wells and 100% = reference compound wells
CCHF vOTU inh – CCHFV vOTU protease inhibitors, primary screen, biochemical, Pep-AMC substrate, fluorescence. Crimean-Congo hemorrhagic fever virus L polyprotein viral ovarian tumor (vOTU) protease …. inhibition, % at 11.5 µM. 0.55% of 370,000 active. AID 651958, 2012; in the data active means inhibition above about 30%; further: 0% = vehicle wells with enzyme and 100% = no enzyme wells
MazEF act – activators of E. coli MazEF toxin-antitoxin RNase, primary screen, biochemical, fluorescence, uHTS | Endoribonuclease toxin MazF (Escherichia coli (strain K12)), P0AE70 | FAM/BHQ RNA-DNA oligo cleavage fluorescence, 5 h | activation, % at 20 µM | 0.32% of 350,000 active | AID 504720, 2011; in the data active means activation above about 50%
TcdB inh – TcdB glycohydrolase inhibitors, primary screen, biochemical, single point, plate reader | Toxin B (Clostridioides difficile), P18177 | TcdB glycohydrolase enzymatic assay | inhibition, % at 9.99 µM | 0.24% of 350,000 active; in the data active means inhibition above about 10%
Target sequence (P18177 whole entry, looked up): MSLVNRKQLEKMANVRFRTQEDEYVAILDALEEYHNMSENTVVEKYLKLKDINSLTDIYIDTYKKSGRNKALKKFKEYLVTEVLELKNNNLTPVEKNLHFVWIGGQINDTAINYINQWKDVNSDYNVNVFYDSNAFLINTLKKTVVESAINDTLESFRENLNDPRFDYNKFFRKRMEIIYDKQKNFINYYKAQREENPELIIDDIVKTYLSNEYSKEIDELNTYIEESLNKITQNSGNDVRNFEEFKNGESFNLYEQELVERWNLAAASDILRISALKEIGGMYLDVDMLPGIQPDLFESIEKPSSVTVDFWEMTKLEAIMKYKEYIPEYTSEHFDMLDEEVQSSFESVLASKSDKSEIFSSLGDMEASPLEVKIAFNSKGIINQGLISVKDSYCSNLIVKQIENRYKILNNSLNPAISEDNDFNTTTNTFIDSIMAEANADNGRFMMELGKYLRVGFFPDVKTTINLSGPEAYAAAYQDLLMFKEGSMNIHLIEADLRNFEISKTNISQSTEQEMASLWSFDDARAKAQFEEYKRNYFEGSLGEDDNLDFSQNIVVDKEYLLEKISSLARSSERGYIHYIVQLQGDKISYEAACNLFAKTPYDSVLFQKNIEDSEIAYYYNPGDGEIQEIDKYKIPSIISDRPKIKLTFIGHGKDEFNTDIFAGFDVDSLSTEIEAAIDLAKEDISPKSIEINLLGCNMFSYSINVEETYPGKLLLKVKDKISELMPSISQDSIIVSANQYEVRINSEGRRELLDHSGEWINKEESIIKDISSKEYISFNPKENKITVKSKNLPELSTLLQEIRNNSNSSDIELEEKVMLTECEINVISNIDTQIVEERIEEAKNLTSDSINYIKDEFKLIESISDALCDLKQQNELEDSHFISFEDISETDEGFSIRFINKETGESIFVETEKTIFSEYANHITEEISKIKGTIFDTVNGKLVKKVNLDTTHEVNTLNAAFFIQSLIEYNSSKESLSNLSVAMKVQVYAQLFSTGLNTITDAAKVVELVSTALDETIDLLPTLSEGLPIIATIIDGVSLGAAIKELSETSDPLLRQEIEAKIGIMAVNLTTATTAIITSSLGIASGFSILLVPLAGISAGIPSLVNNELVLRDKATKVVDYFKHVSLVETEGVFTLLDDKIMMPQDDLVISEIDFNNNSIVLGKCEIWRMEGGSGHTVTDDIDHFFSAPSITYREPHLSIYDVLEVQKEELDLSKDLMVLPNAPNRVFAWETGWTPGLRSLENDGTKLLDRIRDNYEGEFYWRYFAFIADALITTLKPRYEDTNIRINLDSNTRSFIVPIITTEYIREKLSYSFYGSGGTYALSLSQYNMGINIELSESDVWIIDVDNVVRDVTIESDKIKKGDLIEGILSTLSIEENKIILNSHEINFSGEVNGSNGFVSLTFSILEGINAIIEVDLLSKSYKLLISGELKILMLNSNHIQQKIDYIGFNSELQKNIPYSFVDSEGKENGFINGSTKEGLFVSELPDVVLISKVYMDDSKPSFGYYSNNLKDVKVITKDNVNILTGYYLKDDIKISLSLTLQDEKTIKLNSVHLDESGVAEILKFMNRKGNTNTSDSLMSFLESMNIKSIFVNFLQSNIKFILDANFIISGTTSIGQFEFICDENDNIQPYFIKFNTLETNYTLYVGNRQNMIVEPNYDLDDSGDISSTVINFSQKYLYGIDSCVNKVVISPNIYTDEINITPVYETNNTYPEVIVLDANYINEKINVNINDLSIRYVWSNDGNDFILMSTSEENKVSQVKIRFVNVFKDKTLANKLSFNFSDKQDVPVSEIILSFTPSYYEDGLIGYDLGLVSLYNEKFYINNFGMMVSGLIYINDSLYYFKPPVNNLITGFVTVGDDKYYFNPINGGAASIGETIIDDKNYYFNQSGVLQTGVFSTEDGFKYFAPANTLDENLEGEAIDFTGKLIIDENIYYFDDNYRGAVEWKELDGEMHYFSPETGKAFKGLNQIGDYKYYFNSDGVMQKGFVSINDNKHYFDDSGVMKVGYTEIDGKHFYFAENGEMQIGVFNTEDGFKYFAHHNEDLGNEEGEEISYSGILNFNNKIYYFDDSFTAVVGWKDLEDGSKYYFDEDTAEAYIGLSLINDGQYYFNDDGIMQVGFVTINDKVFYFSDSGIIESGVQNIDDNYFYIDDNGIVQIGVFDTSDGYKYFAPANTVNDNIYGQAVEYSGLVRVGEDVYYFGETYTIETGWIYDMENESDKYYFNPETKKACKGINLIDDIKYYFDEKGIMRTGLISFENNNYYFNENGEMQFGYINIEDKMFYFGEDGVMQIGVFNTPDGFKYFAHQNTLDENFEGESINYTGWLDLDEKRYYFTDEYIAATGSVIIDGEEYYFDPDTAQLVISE
VHR inh abs – VHR1 phosphatase inhibitors, primary screen, biochemical, absorbance, uHTS; Dual specificity protein phosphatase 3 (Homo sapiens), P51452; recombinant VHR phosphatase, pNPP absorbance; inhibition, % at 13.3 µM; 0.52% of 290,000 active; AID 1654, 2009; in the data active means inhibition above about 50%; further: some compounds called inactive have numbers as strong as hits
Rv3671c protease – Rv3671c serine protease inhibitors, primary screen, biochemical, fluorescence polarization, M. tuberculosis H37Rv; P9WHR9; inhibition, % at 5.96 µM; 0.048% of 320,000 active; AID 2606, 2010; in the data active means inhibition above about 38%;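 further: extracellular domain of Rv3671c used as enzyme; 0% = enzyme with DMSO and 100% = no enzyme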
Vc quorum ag – inducers of Vibrio cholerae quorum light production without autoinducers, primary screen, BH1578 luxS cqsA deficient, single point. V. cholerae BH1578 lux reporter, luminescence, 6 h. activation, % at 18.7 µM. 0.16% of 350,000 active. AID 588436, 2011; in the data active means activation mostly above about 9.7%, no sharp cut-off; further: not every result past the cut was called active; inactives centre near 0; reference of the scale not given here
Yp Topo-I inh – Yersinia pestis topoisomerase I inhibitors, primary screen, biochemical, cleavage product accumulation, plate reader, single point; Y. pestis Topo-I cleavage product accumulation; activity, % at 10 µM; 0.064% of 360,000 active; in the data active means activity above about 50%, passing the limit was not always enough; further: inactives centre near 2
* hit, by the source's call; i = inactive; · = not tested or not shown; & = joins results of further samples.

SMILES	PriA SSB inh	3CLpro inhibitor	PrPC surface inh	CCHF vOTU inh	MazEF act	TcdB inh	VHR inh abs	Rv3671c protease	Vc quorum ag	Yp Topo-I inh
O=C(N1CCOCC1)C12CC3CC(C1)CC(c1ccccc1)(C3)C2	-12	2	-1	-2	4	·	-1	-4	·	6
O=C(N/N=C/c1ccccc1)c1c(O)c2ccccc2[nH]c1=O	·	5	-6	-5	5	1.1	3	1	-0.2	12
O=C(c1ccc(Cl)cc1)C1CCCN(Cc2ccc3nonc3c2)C1 (stereo not given)	-17	5	-1	5	-1	0.0	13	13	0.4	17
O=C1Nc2ccc(S(=O)(=O)NCc3ccco3)c3cccc1c23	5	0	-17	-20	5	·	·	-1	0.6	-10
O=C(NCC1CCCO1)C1c2ccccc2C(=O)N1C1CCCCCCC1 (stereo not given)	-12	-6	9	-4	12	·	20	1	i	4
CCS(=O)(=O)n1nc(-c2ccco2)nc1SC	0	8	5	8	-3	·	36	-7	-0.4	3
O=C1CSC(=S)N1N=Cc1ccc(OCc2ccccc2)cc1	·	·	-1	13	-2	-0.4	·	·	1.5	9
Cc1[nH]nc(Nc2ccc(Br)cc2)c1[N+](=O)[O-]	-15	4	-11	10	10	0.6	-22	-1	-0.6	-2
O=C(c1ccccc1F)c1cn(Cc2ccc(F)cc2)c2ccccc12	-5	-2	-5	3	-9	·	4	-10	i	0
O=C(N/N=C/c1ccco1)c1cc(-c2ccc(Br)s2)[nH]n1	i	-1	1	3	4	-0.1	8	-16	-0.6	-2
C/C(=N\NC(=O)c1cccc(S(=O)(=O)N2CCOCC2)c1)c1cc2ccccc2o1	·	6	4	-2	11	1.0	0	2	i	7
CCOC(=O)C1=C(C)OC(N)=C(C(=O)OCC)[C@@]12C(=O)N(CC(N)=O)c1ccccc12	-7	2	-6	-1	5	·	18	-3	-9.7&3.6	-5
CCc1ccc2c(c1)C(NC(C)=O)C(=O)N2CC (stereo not given)	-10	4	-8	8	12	1.2	-10	-3	-0.2	-3
CCC(Nc1ccc(OC)cc1)C(=O)N/N=C/c1ccc([N+](=O)[O-])cc1 (stereo not given)	·	-3	-17	-18	3	·	-14	10	-0.2	-7
CC(Oc1ccc(Cl)cc1)c1ccnn1S(C)(=O)=O (stereo not given)	-8	5	13	7	-1	·	11	4	0.5	7
CCN(c1ccccc1)S(=O)(=O)c1ccc(C(=O)N2CCN(c3ccccc3F)CC2)cc1	·	·	0	2	5	1.7	·	·	-0.3	32
Nc1c(C(=O)CSc2n[nH]c(-c3ccccc3Br)n2)c(=O)[nH]c(=O)n1C1CC1	-1	·	3	10	1	-0.8	·	-4	i	3
CCn1c2ccccc2c2cc(NC(=O)C(=O)N3CCOCC3)ccc21	7	6	7	-26	3	2.7	20	9	1.6	14
O=C(NCc1ccccc1)Nc1cc(Cl)ccc1Cl	-8	2	-8	6	-2	-0.2	44	-4	-0.4	8
COc1ccc(Oc2c(C)oc3c(CN(C)C)c(O)ccc3c2=O)cc1	-16	2	-2	-48	1	·	18	-5	i	4
COc1ccc(-c2csc(N3C(=O)CNC3=S)n2)cc1	4	-1	3	9	-8	·	-4	0	-0.2	9
CCN1CCN(c2ccc(NC(=O)c3cccc(N4CCCC4=O)c3)cc2)CC1	-12	-3	-4	9	1	-0.4	14	12	-0.2	1
CNS(=O)(=O)c1cc(Cl)ccc1Sc1ccccc1C(=O)O	-6	4	0	8	-1	1.3	5	-2	-0.8	7
O=C(Cc1cc(=O)[nH]c(=O)[nH]1)N1CCN(C(=O)c2ccco2)CC1	-19	9	2	-8	1	0.1	9	1	-0.3	6

Pulled by compound from the list above, two records:
SMILES	PriA SSB inh	3CLpro inhibitor	PrPC surface inh	CCHF vOTU inh	MazEF act	TcdB inh	VHR inh abs	Rv3671c protease	Vc quorum ag	Yp Topo-I inh
O=C(N1CCOCC1)C12CC3CC(C1)CC(c1ccccc1)(C3)C2	-12	2	-1	-2	4	·	-1	-4	·	6
CCC(Nc1ccc(OC)cc1)C(=O)N/N=C/c1ccc([N+](=O)[O-])cc1 (stereo not given)	·	-3	-17	-18	3	·	-14	10	-0.2	-7

Continuation.
SMILES	PriA SSB inh	3CLpro inhibitor	PrPC surface inh	CCHF vOTU inh	MazEF act	TcdB inh	VHR inh abs	Rv3671c protease	Vc quorum ag	Yp Topo-I inh
COc1ccc(C(C)(C)C)cc1S(=O)(=O)N1CCC(C(N)=O)CC1	-6	3	2	-19	0	·	4	9	0.0	-1
OC(CNC1CCCCC1)COCCOc1ccc(Br)cc1 (stereo not given)	-10	-1	6	-3	5	0.3	2	-7	i	0
Cc1cccc(CC(=O)Nc2ccc(C(=O)N3CCOCC3)cc2)c1	-5	1	-5	7	1	1.3	-4	4	-0.4	4
CN(C(=O)c1ccc(N2CCOCC2)c([N+](=O)[O-])c1)C1CCCCC1	-4	-2	-3	-4	-10	1.5	4	1	i	-2
CCOC(=O)c1sc(NC(=O)CSCc2c(C)noc2C)nc1C	-5	·	-3	6	8	0.6	·	6	i	14
C[C@]12CC[C@H](OC(=O)CCC(=O)O)CC1=CCC1C2CC[C@@]2(C)C1CC[C@@H]2OC(=O)CCC(=O)O (stereo not given in full)	-16	·	-4	15	7	2.8	·	-10	i	1
CC(C)COC(=O)N(C)C[C@@H]1OCc2cnnn2CCCC(=O)N([C@@H](C)CO)C[C@@H]1C	·	·	-10	-9	6	0.7&-0.5&-0.9	·	·	-0.4	7
CN(Cc1cnn(C)c1)C(=O)C1CCC(=O)N(C2CCCCCC2)C1 (stereo not given)	-12	-2	3	-10	6	1.7	0	7	i	-4
Nc1cc(Cl)ccc1N1CCCC1	4	0	7	-3	8	0.7	17	-2	-0.4	-2
COc1ccc(NC(=S)N(CCCOC(C)C)C2CCN(C(C)=O)CC2)cc1Cl	-2	-3	1	10	8	-0.4	27	5	i	-4
Cc1ccc(S(=O)(=O)C(F)(F)F)cc1NC(=O)c1cccnc1	0	-4	2	-4	5	·	26	-7	i	6
Cc1[nH]c2ccccc2c1C(=O)CSc1ccc(Cl)cc1	-19&-4&-12	0	-3	8	13	2.3	15	-7	-0.3	33
CCC(=O)N1CCc2cc(S(=O)(=O)NCCC(=O)Nc3ccc(OC)cc3)ccc21	-2	-2	12	6	4	-0.5	10	-2	-0.3	-4
Fc1ccc(Cn2c(SCc3ccc(F)c(F)c3)nnc2C(F)(F)F)cc1	-67	1	5	4	-14	·	19	-5	-2.2	-11
CCOc1cc(S(=O)(=O)N2CCCCC2)ccc1Cl	-22	5	4	5	9	·	2	1	i	21
N#Cc1ccsc1NC(=O)c1cnccn1	-6	1	0	3	0	·	·	7	2.1	0
CC(=O)Nc1ccc(NC(=O)C/C(C)=N/NC(=O)C(=O)N2CCCC2)cc1	·	-8	5	-11	10	·	22	7	i	0
COc1ccccc1C(=O)NCCCNc1nc2cc(C)cc(C)c2cc1C#N	·	·	-3	3	2	0.4	·	·	-0.4	26
CCOC(=O)c1ccc(NC(=O)C2CCCN(c3cnccn3)C2)cc1 (stereo not given)	-5	-4	1	2	3	3.0	-3	-19	i	3
O=C1CC[C@@H](CN(Cc2ccccn2)Cc2nc(-c3ccc(C(F)(F)F)cc3)no2)N1	-3	-2	1	-8	-3	0.3	16	8	-0.7	4
CC(=O)c1ccc(N2CCN(C(=O)COc3ccc4ccccc4c3)CC2)cc1	·	·	-9	16	-8	1.2	·	·	-0.2	7
C/C(=N\NC(=O)Cn1nc(C)c([N+](=O)[O-])c1C)c1ccc(O)cc1	·	-2	1	4	-4	2.1	-10	-4	-0.7	1
COC(=O)CCNC(=O)CCc1ccc(S(=O)(=O)N2CCCCCC2)cc1	-16	·	-6	13	-2	1.6	·	3	i	6
Cc1ccc(Nc2nc(-c3c(C)nc4ccccn34)cs2)cc1	1	5	39*	11	8	·	24	12	-0.3	-8
CC(O)(c1cccc(F)c1)c1nc(-c2cc3ccccc3o2)cs1 (stereo not given)	·	·	2	5	·	-0.5	·	·	0.9	-12
CCn1c2ccccc2c2nnc(SCC(=O)NC3CCS(=O)(=O)C3)nc21 (stereo not given)	7	-8	4	4	8	·	-9	-6	-0.4	6
COc1cc(OC)cc(C(=O)O/N=C(\N)c2ccccn2)c1	i	4	-5	-1	-6	1.2	33	2	i	-3
Cc1ccc(C(C)C)c(OCC(=O)N/N=C/c2ccc(S(=O)(=O)O)o2)c1	i	-2	-7	4	7	4.2	29	14	-0.9	6
COC(=O)c1ccc(C)c(NC(=O)c2nn(C)c(=O)c3ccccc23)c1	-9	2	1	-22	4	·	21	2	2.0	-6
CN1CC(C(=O)c2cccc(C(F)(F)F)c2)C(c2ccc(Cl)cc2)C1 (stereo not given)	-5	-6	-6	-2	4	0.8	-1	3	0.7	3
O=C(NCc1nnc(SCC(=O)N2CCN(c3ccccc3)CC2)o1)c1c(F)cccc1F	-16	5	-3	5	2	-0.3	2	2	-0.4	2
C/C(=N/NC(=O)CNC(=O)COc1cccc(C)c1)c1ccco1	·	6	7	-1	7	-4.3	21	13	-0.4	4
COC(=O)C1CCN(C(=O)c2ccc(OC3CCN(Cc4ccccn4)CC3)cc2)CC1	-5	7	2	-10	10	1.0	26	5	-0.8	1
O=[N+]([O-])c1ccc(CSC2=NCCN2)cc1	-1	-1	-20	18	5	0.5	10	6	i	-1
N#C/C(=C\c1ccc(O)c(O)c1)C(=O)NCCc1ccccc1	1	·	5	12	5	-5.6	·	2	-1.2	-5
O=C(CCn1ccc2cc(S(=O)(=O)N3CCCC3)ccc21)NCc1ccccc1	-10	3	0	20	-2	1.1	0	5	i	6

Single records, as listed above. Order of values: PriA SSB inh | 3CLpro inhibitor | PrPC surface inh | CCHF vOTU inh | MazEF act | TcdB inh | VHR inh abs | Rv3671c protease | Vc quorum ag | Yp Topo-I inh
CN1CC(C(=O)c2cccc(C(F)(F)F)c2)C(c2ccc(Cl)cc2)C1 (stereo not given) across the screens: -5 | -6 | -6 | -2 | 4 | 0.8 | -1 | 3 | 0.7 | 3
Cc1ccc(C(C)C)c(OCC(=O)N/N=C/c2ccc(S(=O)(=O)O)o2)c1 across the screens: i | -2 | -7 | 4 | 7 | 4.2 | 29 | 14 | -0.9 | 6
O=C(NCc1nnc(SCC(=O)N2CCN(c3ccccc3)CC2)o1)c1c(F)cccc1F across the screens: -16 | 5 | -3 | 5 | 2 | -0.3 | 2 | 2 | -0.4 | 2

Next section
SMILES	PriA SSB inh	3CLpro inhibitor	PrPC surface inh	CCHF vOTU inh	MazEF act	TcdB inh	VHR inh abs	Rv3671c protease	Vc quorum ag	Yp Topo-I inh
COc1ccc(NC(=O)c2ccccc2[N+](=O)[O-])cc1OC	4	3	-14	-17	-11	0.1	-4	5	-0.4	-1
COc1ccc(OCCCC(=O)Nc2cccc(S(=O)(=O)N3CCCCCC3)c2)cc1	-5	·	5	6	4	1.1	·	-22	-0.9	31
Cc1c(C)c2c(OCC(=O)NCC(C)C)cc3c(c2oc1=O)CCC(C)(C)O3	-4	0	0	-26	2	0.8	10	·	1.4	17
COc1ccccc1N1CCN(S(=O)(=O)c2ccc(-c3cnc(C4CC4)o3)cc2)CC1	10	2	0	0	2	1.9	36	6	-0.2	36
Cc1ccc(-c2csc(NCCn3c(-c4ccncc4)nc4cc(C(F)(F)F)ccc43)n2)cc1	-1	·	-1	6	-7	3.0	·	7	-7.1	15
COC(=O)C1=C(C)C(c2ccc(OC)cc2)NC(=O)N1 (stereo not given)	-4	-1	5	-3	-7	1.0	0	-2	-0.3	-9
O=C(CCS(=O)(=O)c1cccc2nsnc12)N1CCN(c2ccccc2F)CC1	-6	-4	-40	-9	-3	·	-8	4	-0.6	-2
c1coc(Cn2c(SCc3nc4ccccc4[nH]3)nnc2-c2cccs2)c1	8	-4	2	-10	1	·	22	4	2.0	21

Some of the compounds tested. The share of hits here may be higher or lower than overall.
